mABHD4 FP: ABHD4 (mouse) inhibition, primary FP screen | Q8VD66 | AID 720543 | hit rate 0.54% among 370,000 | inhibition, % at 8.92 µM | purified mABHD4, FP-Rh probe fluorescence polarization;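 active means inhibition exceeding the mean over every tested compound plus 3 SD, cut at about 30% in these data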;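 further: 0% = plate median of compound wells and 100% = S159A mutant with DMSO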
Target sequence (Q8VD66 whole entry, looked up): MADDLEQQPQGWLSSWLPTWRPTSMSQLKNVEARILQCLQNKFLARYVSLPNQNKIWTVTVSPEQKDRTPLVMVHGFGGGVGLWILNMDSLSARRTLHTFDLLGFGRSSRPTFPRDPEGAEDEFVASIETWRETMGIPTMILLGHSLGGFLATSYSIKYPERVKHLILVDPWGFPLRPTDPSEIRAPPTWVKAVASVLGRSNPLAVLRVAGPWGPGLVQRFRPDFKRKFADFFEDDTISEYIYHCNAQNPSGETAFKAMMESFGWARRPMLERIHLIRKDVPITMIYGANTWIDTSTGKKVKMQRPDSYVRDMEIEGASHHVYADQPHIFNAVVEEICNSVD
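Doses – 8.92 µM, single dose · Material – wild-type mouse ABHD4 protein · Replication – single well per compound (singlicate) · Measure – percent inhibition of probe binding, normalized to plate controls · Schedule – 45 min compound pre-incubation plus 60 min probe step, 25 °C · Detection – fluorescence polarization with parallel and perpendicular emission, 525/598 nm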
MBD2 inh: blocks human MBD2 binding to methylated DNA; Q9UBB5; inhibition, % at 4.4 µM; TR-FRET, MBD2 binding to methylated oligonucleotide; hit rate 0.31% among 370,000; in the data active means inhibition above about 13%
LEDGF integ inh: blocks HIV-1 LEDGF/p75-dependent DNA integration; inhibition, % at 3.7 µM; TR-FRET IN-LEDGF/p75 DNA integration, Eu/Cy5; hit rate 0.64% among 370,000;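 active means inhibition above the screen-wide mean plus 3 SD, cut at about 13% in these data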;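 further: signal is the Cy5 over europium emission ratio at 671 and 618 nm; 0% = plate median of compound wells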
HTRA1 inh: inhibitors of human serine peptidase HTRA1; inhibition, % at 5.96 µM; hit rate 0.5% among 340,000; AID 504803; recombinant HTRA1, FP-rhodamine activity-based probe, fluorescence polarization; in the data active means inhibition above about 36%;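 further: 0% = enzyme with DMSO and 100% = wells lacking enzyme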
Target sequence (Q92743 whole entry, looked up): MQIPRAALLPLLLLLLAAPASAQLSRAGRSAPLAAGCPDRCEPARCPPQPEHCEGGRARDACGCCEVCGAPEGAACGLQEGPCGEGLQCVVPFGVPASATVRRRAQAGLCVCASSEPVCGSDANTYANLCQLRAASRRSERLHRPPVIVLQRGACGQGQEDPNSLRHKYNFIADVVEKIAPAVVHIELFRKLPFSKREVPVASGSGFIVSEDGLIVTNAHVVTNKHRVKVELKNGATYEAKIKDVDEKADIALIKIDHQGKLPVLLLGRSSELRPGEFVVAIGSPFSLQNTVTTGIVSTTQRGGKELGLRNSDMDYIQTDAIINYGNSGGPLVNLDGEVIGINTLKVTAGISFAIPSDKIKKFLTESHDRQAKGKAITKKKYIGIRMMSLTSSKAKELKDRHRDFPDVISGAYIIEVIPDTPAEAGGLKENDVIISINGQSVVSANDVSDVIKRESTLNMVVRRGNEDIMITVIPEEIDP
TCR-CD3 inh: inhibitors of human TCR-CD3 interaction. TAMRA-labeled TCR probe fluorescence, biochemical. inhibition, % at 9.4 µM. hit rate 0.37% among 360,000. AID 651800; in the data active means inhibition above about 19%;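 further: recombinant mutant TCR 2C K166C tagged with TAMRA read by polarization; 0% = receptor in buffer alone and 100% = receptor with positive control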
PRMT1 inh: blocks human protein arginine methyltransferase 1; Q99873; recombinant PRMT1, activity-based probe fluorescence polarization; inhibition, % at 2.79 µM; hit rate 1.3% among 370,000; AID 652257;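 active means inhibition above about 21% made by adding two undisclosed values, limit read from the data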
rCAG binder: r(CAG) repeat RNA binding; TO-PRO-1 dye displacement fluorescence; inhibition, % at 3 µM; hit rate 1.3% among 370,000; AID 651821;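 active means inhibition above the plate cutoff, the mean of all test compounds on that plate plus 3 SD, cut at about 35% in these data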;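 further: 0% = DMSO alone and 100% = 100 µM mitoxantrone as full dye displacement; higher means more dye released from RNA so lower well fluorescence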
NR1D1 modulator: modulators of human Rev-erb alpha DNA binding; Rev-erbα–FITC-DNA binding, fluorescence polarization, 90 min; AID 1259318; hit rate 0.79% among 370,000; activity, % at 10 µM;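 active means activity above about 14%, limit read from the data; passing the limit was not always enough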;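 further: 0% = DMSO wells with 35 nM protein and 100% = DMSO wells with 750 nM protein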
UHRF1 binding: human UHRF1 methylated DNA binding inhibitors. inhibition, % at 4.4 µM. UHRF1 binding to methylated oligo, TR-FRET. AID 687016. Q96T88. hit rate 0.75% among 370,000; in the data active means inhibition above about 21%;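 further: UHRF1 SRA domain binding a hemimethylated CpG hairpin DNA probe; 0% = median of test compound wells and 100% = reference inhibitor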
PG9 binder: binds the HIV-1 gp120 antibody PG9; hit rate 0.43% among 360,000; TR-FRET gp120-PG9 antibody binding; inhibition, % at 6.7 µM; in the data active means inhibition above about 8.5%
Starred values were filed as active, the others as inactive; . = not tested or not shown. The list is partial, so the mix of outcomes need not match the whole.

Keys: A = mABHD4 FP; B = MBD2 inh; C = LEDGF integ inh; D = HTRA1 inh; E = TCR-CD3 inh; F = PRMT1 inh; G = rCAG binder; H = NR1D1 modulator; I = UHRF1 binding; J = PG9 binder
> COc1ccc(OC)c(CN2C(=O)CSCCC2(C)c2nnnn2C2CCCC2)c1 (stereo unspecified)
  A: 4; B: -7; C: 2; D: .; E: .; F: -3; G: 1; H: -12; I: -3; J: .

> CC1=NN(c2ccccc2)C(=O)/C1=C/N(C)C
  A: 6; B: 0; C: -3; D: 7; E: -3; F: 7; G: 5; H: 1; I: -9; J: 0.7

> O=C(Oc1coc(CSc2ncccn2)cc1=O)c1cccc([N+](=O)[O-])c1
  A: 15; B: -1; C: -5; D: 3; E: -5; F: 8; G: -4; H: -6; I: 0; J: -0.6

> O=C(O)c1cccc(-c2ccc(/C=N/NC(=O)C3COc4ccccc4O3)o2)c1 (stereo unspecified)
  A: 3; B: 0; C: 3; D: 1; E: 2; F: 3; G: 18; H: 5; I: 0; J: -1.8

> COc1ccccc1C(=O)N1CCC(Oc2cccnc2)CC1
  A: 5; B: -3; C: 3; D: .; E: .; F: -5; G: 0; H: -5; I: -2; J: .

> Cc1ccc(-c2nc3ccsc3c(=O)[nH]2)cc1
  A: 4; B: -3; C: 4; D: -3; E: -2; F: -3; G: 0; H: -1; I: 2; J: -2.0

> COC(=O)c1c(NC(=O)c2ccco2)sc(C(=O)N(C)C)c1C
  A: -10; B: 5; C: -2; D: 6; E: -5; F: 17; G: 3; H: -1; I: 4; J: -0.6

> O=C(CCl)NC1CCCc2ccccc21 (stereo unspecified)
  A: -4; B: -1; C: 4; D: 6; E: 6; F: -2; G: -2; H: 1; I: 1; J: -1.6

> COc1ccc(CNC(=O)c2cccs2)cc1
  A: -3; B: 4; C: -2; D: 1; E: 3; F: 2; G: 3; H: -5; I: 2; J: -0.7

> CN(C(=O)CSc1ncnc2ccccc12)C1CCCCC1
  A: -7; B: -1; C: -6; D: -8; E: -10; F: 1; G: -10; H: 8; I: 3; J: -0.6

> Cc1c(C(=O)NCc2ccc(C(C)C)cc2)sc(=O)n1Cc1cccc(F)c1
  A: -2; B: 1; C: 3; D: .; E: 0; F: -1; G: 3; H: 3; I: 0; J: 1.6

> COCCNc1nc(-c2ccccc2)nc2ccccc12
  A: -2; B: 7; C: -2; D: -10; E: -3; F: 0; G: -3; H: 0; I: -4; J: 1.9

> COc1ccc(/C(O)=C2\C(=O)C(=O)N(CCN3CCOCC3)C2c2ccccc2OC)cc1 (stereo unspecified)
  A: 2; B: -2; C: -2; D: 1; E: -1; F: 2; G: 3; H: 8; I: -1; J: 1.2

> Cc1ccc(-c2cc(Cc3ccccc3)c(=O)[nH]n2)cc1
  A: -14; B: -1; C: 2; D: .; E: -13; F: -2; G: 0; H: 5; I: 1; J: -1.1

> CCOc1cccc(-c2nnc3sc(COc4ccccc4)nn23)c1
  A: -9; B: -2; C: -1; D: -22; E: -5; F: 0; G: 7; H: -1; I: -1; J: 0.1

> CCC(CO)NCc1ccc(-c2ccccc2)cc1 (stereo unspecified)
  A: 1; B: -2; C: 3; D: 12; E: -2; F: 0; G: 0; H: -3; I: 0; J: 1.8

> O=C(NNC(=O)C1CC1)c1ccccc1[N+](=O)[O-]
  A: 1; B: -1; C: -2; D: 5; E: -1; F: 2; G: -3; H: -1; I: 6; J: 0.5

> CC(C#N)(NC(=O)COC(=O)c1ccccc1NCCO)C1CC1 (stereo unspecified)
  A: -1; B: -2; C: 4; D: 0; E: -4; F: 2; G: 4; H: -3; I: 4; J: -1.3

> O=C(CN1CCc2ccccc2C1)Nc1ccc(F)cc1F
  A: -6; B: -6; C: 1; D: -7; E: -8; F: -1; G: -4; H: -4; I: 5; J: -2.1

> CCOC(=O)NC(c1ccc(C(C)C)cc1)C(Cl)(Cl)Cl (stereo unspecified)
  A: 0; B: -2; C: -3; D: -1; E: -2; F: -3; G: -2; H: -4; I: -2; J: 1.2

> Cc1cc(C)nc(Sc2ccc([N+](=O)[O-])cc2[N+](=O)[O-])n1
  A: -4; B: 8; C: -9; D: 3; E: -4; F: 7; G: -7; H: -2; I: 9; J: 0.5

> O=S1(=O)N=C(Nc2nncs2)c2ccccc21
  A: 5; B: 3; C: 1; D: -2; E: -1; F: 2; G: 4; H: -1; I: 2; J: 0.1

> COc1ccc(/C(C)=N/N=C2/NC(=O)CC(C(=O)O)S2)cc1F (stereo unspecified)
  A: 0; B: 0; C: -3; D: 4; E: 5; F: -1; G: 0; H: 2; I: -3; J: -0.7

> c1ccc(-c2ccc(CNC3CC3)cc2)cc1
  A: 2; B: -2; C: 0; D: 1; E: 8; F: -3; G: -1; H: -3; I: -1; J: 2.7

> Cc1cccc(-c2ncc(CN3CCC(CO)(CCCc4ccccc4)CC3)cn2)c1
  A: 0; B: -5; C: 1; D: -39; E: 1; F: -1; G: -3; H: -3; I: 6; J: 0.0

> CCOC(=O)C1(CCSC)NC(c2ccco2)C2C(=O)N(CC)C(=O)C21 (stereo unspecified)
  A: 1; B: -2; C: 1; D: 9; E: -3; F: 2; G: -2; H: 9; I: -1; J: -1.2

> COc1ccc(-c2noc(COc3ccccc3OC)n2)cc1OC
  A: -29; B: 1; C: 6; D: -8; E: -4; F: 1; G: 2; H: 6; I: 4; J: -1.3

> O=C(NC(N1CCOCC1)C(Cl)(Cl)Cl)c1ccco1 (stereo unspecified)
  A: 3; B: 8; C: -3; D: .; E: -2; F: 3; G: -5; H: -7; I: 2; J: 1.3

> CC(C)C(NC(=O)C12CC3CC(CC(C3)C1)C2)C(=O)O (stereo unspecified)
  A: 1; B: -1; C: -1; D: 1; E: -6; F: -5; G: 0; H: 2; I: 1; J: 1.0

> Cc1cc(C)cc(OCC(=O)NCCN2CCOCC2)c1
  A: -7; B: -6; C: 0; D: -1; E: -4; F: 1; G: 0; H: -3; I: 3; J: 0.8

> Cc1cc(C)cc(NC(=O)Cn2cnc3c(nnn3Cc3ccc(F)cc3)c2=O)c1
  A: -2; B: -5; C: -2; D: 6; E: -3; F: 3; G: -1; H: 1; I: 0; J: 0.1

> O=C(O)CC(CC(=O)Nc1ccc(-c2ccccc2)cc1)c1ccccc1 (stereo unspecified)
  A: 22; B: 2; C: -4; D: 3; E: -5; F: 5; G: 14; H: -3; I: 4; J: -0.4

> CS(=O)(=O)N(CC(=O)O)c1cc(Cl)cc(Cl)c1
  A: 0; B: -1; C: -2; D: 10; E: -1; F: -2; G: 4; H: -4; I: 3; J: -0.3

> COC(=O)CN1C(=S)N(c2ccccc2)C(=O)C1CC(=O)Nc1ccc(Cl)cc1 (stereo unspecified)
  A: -34; B: 4; C: 0; D: -28; E: -6; F: 0; G: 7; H: 1; I: 1; J: 0.0

> CCOC(=O)C1CCN(C(=O)CCCn2nc(CC)n3c(cc4occc43)c2=O)CC1
  A: 4; B: 1; C: -6; D: 2; E: -6; F: 4; G: -10; H: 3; I: 1; J: -1.5

> O=C(CN1C(=O)COc2ccccc21)NNC(=O)Nc1ccccc1F
  A: 3; B: 1; C: -4; D: 2; E: 3; F: 1; G: 1; H: 6; I: 0; J: -0.3

> Cc1nn(C)cc1CN(C)C(=O)CC12CC3CC(CC(C3)C1)C2
  A: 6; B: -5; C: 0; D: -1; E: 2; F: -1; G: -3; H: 3; I: 1; J: 0.1

> CC(=O)N1CCN(S(=O)(=O)c2cccc(C(=O)OCC(=O)Nc3c(Cl)cccc3C(F)(F)F)c2)CC1
  A: -4; B: -6; C: -1; D: -1; E: -5; F: 1; G: 1; H: 0; I: 0; J: -0.7

> Cc1ccc(-c2cc(-c3ccccc3)nc(N(C)N)n2)cc1
  A: 10; B: 2; C: 2; D: -14; E: 2; F: 0; G: 2; H: 6; I: -4; J: -0.6

> COc1ccc(NCc2cc(=O)[nH]c3ccccc23)cc1
  A: -2; B: -1; C: -2; D: 8; E: 2; F: 2; G: 2; H: -7; I: -2; J: -4.7

> CCN1C[C@@H]2[C@@H]3C(=O)N(C)C(=O)[C@@H]3[C@](CC)(C(=O)OC)N2C1=NC
  A: 2; B: 2; C: 0; D: 8; E: 5; F: 1; G: 2; H: -6; I: 0; J: -0.9

> Cc1c(O)nc2sc3ccccc3n2c1=O
  A: 2; B: -1; C: -6; D: .; E: -6; F: 1; G: -4; H: 2; I: 0; J: 1.0

> Cc1nc(C)n(CC(O)COc2ccc(C(=O)c3ccccc3)cc2)n1 (stereo unspecified)
  A: -5; B: -2; C: 2; D: 1; E: 8; F: -2; G: -5; H: 3; I: 1; J: -0.6

> COc1ccc(N2C(=O)C3C(C2=O)C(C(=O)c2ccccc2)N2CCCC32)cc1 (stereo unspecified)
  A: 5; B: 3; C: -1; D: -8; E: -5; F: 13; G: 12; H: 0; I: 3; J: -0.4

> CCOC(=O)N1CCN(C(=O)c2ccc(CN(c3ccccc3)S(C)(=O)=O)cc2)CC1
  A: 4; B: 3; C: 2; D: 6; E: 2; F: -1; G: -1; H: 3; I: 0; J: -0.8

> O=C(O)C1CCCN1S(=O)(=O)c1ccc(F)cc1 (stereo unspecified)
  A: -2; B: -2; C: 1; D: -2; E: 3; F: -7; G: 5; H: -1; I: 0; J: -1.2

> Cc1nc2ccccc2n1/C(=N\S(=O)(=O)c1ccccc1)c1ccccc1
  A: -7; B: 2; C: 4; D: 6; E: 3; F: 1; G: 3; H: -6; I: -3; J: -0.3

> Cc1nc2ccc(NS(=O)(=O)c3ccc(C)c(C)c3)cc2s1
  A: -8; B: 5; C: -3; D: -7; E: 6; F: -2; G: 3; H: -2; I: 1; J: -0.1

> COc1ccc(NC(=O)CN2CCc3ccccc3C2)c([N+](=O)[O-])c1
  A: -1; B: 0; C: 3; D: -3; E: 0; F: 0; G: -2; H: 7; I: -3; J: -2.9

> CCOC(=O)CCCNC(=O)COC(=O)c1cc2ccccc2cc1O
  A: -2; B: 1; C: -4; D: 2; E: 3; F: 5; G: 4; H: -4; I: 7; J: 0.9

> Cc1ccc(C(=O)NCC(=O)NCC(c2cccs2)N2CCOCC2)cc1C (stereo unspecified)
  A: -2; B: -2; C: 3; D: 0; E: -4; F: 0; G: 0; H: 0; I: 1; J: 0.5

Compounds shown so far that contain a COOH group:
Keys: A = mABHD4 FP; B = MBD2 inh; C = LEDGF integ inh; D = HTRA1 inh; E = TCR-CD3 inh; F = PRMT1 inh; G = rCAG binder; H = NR1D1 modulator; I = UHRF1 binding; J = PG9 binder
> O=C(O)c1cccc(-c2ccc(/C=N/NC(=O)C3COc4ccccc4O3)o2)c1 (stereo unspecified)
  A: 3; B: 0; C: 3; D: 1; E: 2; F: 3; G: 18; H: 5; I: 0; J: -1.8

> COc1ccc(/C(C)=N/N=C2/NC(=O)CC(C(=O)O)S2)cc1F (stereo unspecified)
  A: 0; B: 0; C: -3; D: 4; E: 5; F: -1; G: 0; H: 2; I: -3; J: -0.7

> CC(C)C(NC(=O)C12CC3CC(CC(C3)C1)C2)C(=O)O (stereo unspecified)
  A: 1; B: -1; C: -1; D: 1; E: -6; F: -5; G: 0; H: 2; I: 1; J: 1.0

> O=C(O)CC(CC(=O)Nc1ccc(-c2ccccc2)cc1)c1ccccc1 (stereo unspecified)
  A: 22; B: 2; C: -4; D: 3; E: -5; F: 5; G: 14; H: -3; I: 4; J: -0.4

> CS(=O)(=O)N(CC(=O)O)c1cc(Cl)cc(Cl)c1
  A: 0; B: -1; C: -2; D: 10; E: -1; F: -2; G: 4; H: -4; I: 3; J: -0.3

> O=C(O)C1CCCN1S(=O)(=O)c1ccc(F)cc1 (stereo unspecified)
  A: -2; B: -2; C: 1; D: -2; E: 3; F: -7; G: 5; H: -1; I: 0; J: -1.2
